Compound activity: PubChem, several laboratories
APP 5'UTR act: activates APP 5'UTR luciferase reporter; SH-SY5Y APP 5'UTR luciferase reporter, luminescence; zero percent = DMSO vehicle wells; activation, % at 2 µM; 190,000 tested, 1% active; AID 1276;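 active = activation above a set limit, based on mean plus 3 SD of controls, cut at about 140% in these data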; also: values of inactives mirror those of a sister screen read the other way
ROMK primary: human ROMK K+ channel modulation, primary screen; P48048; Tet-inducible ROMK, thallium flux fluorescence; actives lie on both sides; B-score at 10 µM; 130,000 tested, 2% active;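 active = signal ratio slope over the read window, or its plate-corrected B-score, at least 3 SD from the plate mean, either direction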;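 also: B-score of the F/F0 ratio slope over 7 to 12 s after thallium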
Target sequence (P48048 whole entry, looked up): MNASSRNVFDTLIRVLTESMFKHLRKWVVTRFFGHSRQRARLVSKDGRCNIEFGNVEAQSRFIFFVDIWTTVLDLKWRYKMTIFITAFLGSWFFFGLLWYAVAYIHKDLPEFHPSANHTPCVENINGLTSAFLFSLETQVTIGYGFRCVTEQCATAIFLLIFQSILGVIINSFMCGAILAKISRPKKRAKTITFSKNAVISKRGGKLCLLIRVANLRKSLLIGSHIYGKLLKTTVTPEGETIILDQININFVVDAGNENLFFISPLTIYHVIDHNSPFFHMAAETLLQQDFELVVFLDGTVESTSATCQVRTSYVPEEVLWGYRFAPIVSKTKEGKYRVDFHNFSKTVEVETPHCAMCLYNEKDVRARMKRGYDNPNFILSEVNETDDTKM
STAT1 blocker: STAT1 signaling inhibition. NIH 3T3 STAT1-luciferase reporter, IFN-gamma, luminescence. 200,000 tested, 0.35% active. inhibition, % at 5.5 µM;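 active = inhibition above a set limit, the mean inhibition across all tested compounds plus 3 SD, cut at about 34% in these data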;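 also: 0% = IFN-gamma with DMSO and 100% = IFN-gamma with 300 µM nifuroxazide; values of inactives mirror those of a sister screen read the other way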
STAT1 act: increases IFN-gamma driven STAT1 reporter signal; NIH 3T3 STAT1-luciferase reporter, luminescence; 100% = IFN-gamma alone, no compound; activation (% of control), % at 5.5 µM; 200,000 tested, 2.6% active; AID 932;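 active = activation above the screen-wide mean activation plus 3 SD, cut at about 130% in these data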;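 also: raw ratio to IFN-gamma control signal so 100% means no change and 0% no light; values of inactives mirror those of a sister screen read the other way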
NF-kB expr up: raises NF-kB expression in human neuronal cells; NF-kB reporter expression; active compounds read high; fold change at 12.5 µM; 190,000 tested, 1.6% active; AID 1239; in the data active = fold change above about 3.3
FLuc act counter: affects firefly luciferase, flagging false hits in luciferase stimulation screens | ATPlite luciferase biochemical, luminescence, 10 min; 0 = ATP-free wells, 1 = DMSO control | activation factor at 10 µM | 200,000 tested, under 10 active | AID 1027;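 active = luciferase activation factor, scaled between plate controls, of at least 2 with compound at 10 µM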
Target sequence (P08659 whole entry, looked up): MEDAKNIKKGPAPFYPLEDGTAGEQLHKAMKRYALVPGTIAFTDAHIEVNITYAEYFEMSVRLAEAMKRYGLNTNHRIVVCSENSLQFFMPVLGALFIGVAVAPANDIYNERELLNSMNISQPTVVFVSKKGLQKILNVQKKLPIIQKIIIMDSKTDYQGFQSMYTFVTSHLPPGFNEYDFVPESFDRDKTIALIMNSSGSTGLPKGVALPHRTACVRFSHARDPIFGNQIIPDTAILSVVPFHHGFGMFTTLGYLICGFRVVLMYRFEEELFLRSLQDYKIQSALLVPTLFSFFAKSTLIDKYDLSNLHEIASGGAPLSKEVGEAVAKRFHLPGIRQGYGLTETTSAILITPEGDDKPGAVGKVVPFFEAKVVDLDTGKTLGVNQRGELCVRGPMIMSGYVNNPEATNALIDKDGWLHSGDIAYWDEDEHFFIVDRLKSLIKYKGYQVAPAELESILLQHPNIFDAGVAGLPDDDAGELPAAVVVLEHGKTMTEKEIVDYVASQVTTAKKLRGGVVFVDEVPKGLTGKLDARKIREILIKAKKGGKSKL
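Material: luciferase plus luciferin reagent, cell-free. Medium: PBS buffer for ATP. Also added: ATP substrate, dispensed from a 10.24 µM working solution in PBS. Doses: test compounds dosed from 2 mM stocks in 100% DMSO. Incubation: 10 min post-reagent at room temperature. Technique: light output (luminescence). Read-out basis: luminescence gain marking luciferase activators.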
FLuc inh counter: Photinus pyralis luciferase inhibition counter-screen. P08659. 200,000 tested, 1.5% active. inhibition, % at 10 µM. AID 1006. ATPLite firefly luciferase biochemical luminescence, 10 min;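 active = inhibition above about 50% when tested at 10 µM, limit read from the data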
STAT3 inh: inhibitors of IL-6 induced STAT3 signaling; inhibition, % at 5.5 µM; U3A cells, IL-6 STAT3-luciferase reporter, luminescence; host cell line lacks STAT1; 190,000 tested, 0.89% active; AID 862;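 active = inhibition above the mean inhibition across all screened compounds plus 3 SD, cut at about 44% in these data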;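 also: 0% = DMSO only wells and 100% = 100 µM nifuroxazide control wells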
APP transl inh: APP translation inhibition | SH-SY5Y APP 5'UTR-luciferase reporter, luminescence | inhibition, % at 2 µM | 190,000 tested, 0.82% active;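 active = inhibition above a set limit, derived from the sample mean plus 3 SD, cut at about 45% in these data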; also: values of inactives mirror those of a sister screen read the other way
STAT3 activator: increases IL-6 driven STAT3 reporter signal; U3A cells, IL-6 STAT3-luciferase reporter, luminescence; 100% = signal with IL-6 EC80 alone; 190,000 tested, 0.91% active; activation (% of control), % at 5.6 µM; AID 871;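 active = activation above the screen-wide mean of compound activation plus 3 SD, cut at about 130% in these data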;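 also: 0% = background luminescence of wells with medium and substrate only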
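System – human U3A cells carrying STAT3-luciferase construct · Probe or stimulus – Interleukin-6, 33 ng/mL · Schedule – compound 1 h, then IL-6 6 h at 37 °C · Signal – luminescence from STAT3-driven luciferase reporter · Evaluation – percent of IL-6-only median luminescence · Benchmarks – IL-6-only high control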
An asterisk follows results filed as active; . = no result given.

Order of results – APP 5'UTR act | ROMK primary | STAT1 blocker | STAT1 act | NF-kB expr up | FLuc act counter | FLuc inh counter | STAT3 inh | APP transl inh | STAT3 activator
Cc1nn(-c2ccccc2)c2nc3c(cc12)C(=O)CCC3
  -1 | -0.64 | -9 | 108 | 1.2 | 1 | 0 | 6 | 1 | 94
CC(C(=O)Nc1ccc(S(N)(=O)=O)cc1)N1CCc2ccccc21 (configuration not stated)
  15 | 0.36 | 3 | 96 | 1.1 | 1 | 1 | -3 | -15 | 103
Cc1cccc(-n2c(SCC(N)=O)nc3c(c2=O)C2(CCCCC2)Cc2ccccc2-3)c1
  5 | -1.4 | -5 | 105 | 1.3 | 1.1 | -8 | 10 | -5 | 93
NC(=O)N/N=C/c1cn(-c2ccccc2)nc1-c1cccs1
  33 | 0.68 | -31 | 126 | 1.1 | 0.3 | 70* | 5 | -33 | 97
O=C(COC(=O)c1cccnc1)Nc1ccccc1
  4 | -0.079 | -5 | 104 | 1.1 | 1.1 | -9 | -2 | -4 | 103
Cc1ccc2nc(/N=C(\N)NC(=O)N3c4ccccc4Sc4ccccc43)nc(C)c2c1
  -2 | 0.013 | -2 | 102 | 0.78 | 1.1 | -6 | 10 | 2 | 90
Cc1ccc(/C=N/NC(=O)c2cccs2)s1
  43 | -0.44 | -29 | 126 | 2.6 | 0.6 | 40 | 2 | -42 | 102
CCOC(=O)C1(CC2CCCCO2)CCN(Cc2cccnc2)CC1 (configuration not stated)
  1 | . | -1 | 99 | 1.3 | 1.1 | -5 | -5 | -1 | 109
CC(C)Nc1nc(NC(C)C)nc(Oc2ccc(=O)n(C)n2)n1
  10 | 0.66 | -2 | 100 | 1.6 | 1 | -2 | 14 | -10 | 92
Cc1ccccc1OCCCCCNCCO
  -6 | -0.62 | -2 | 103 | 1.1 | 1 | -5 | 7 | 6 | 98
O=C1c2ccccc2CN1CCNC(=S)NC1CCCCC1
  13 | -0.66 | -17 | 115 | 1.3 | 1.1 | -7 | 11 | -13 | 97
COCCCNC(=O)c1ccc(CNS(=O)(=O)c2ccc(NC(C)=O)cc2)cc1
  -2 | . | 6 | 95 | 1.1 | 1.1 | -9 | -4 | 2 | 106
COc1ccc2cc(CCNC(=O)C(C)(C)C)c(=O)[nH]c2c1
  14 | . | -9 | 106 | 1.1 | 1.1 | -6 | 1 | -14 | 99
O=C(NC1CCS(=O)(=O)C1)c1ccc(-c2ccc(Br)cc2)o1 (configuration not stated)
  6 | . | -13 | 112 | 1.2 | 1 | 1 | 21 | -6 | 90
CCN(C(=O)COC(=O)c1ccc(Cl)nc1)C1CCS(=O)(=O)C1 (configuration not stated)
  -3 | -0.23 | -1 | 99 | 1.3 | 1.1 | -6 | 1 | 3 | 107
COC(=O)Cc1c(O)ccn(Cc2ccc(F)cc2)c1=O
  -13 | 1* | 2 | 98 | 1.1 | 1 | -3 | 0 | 13 | 104
Cc1ccc([N+](=O)[O-])c(OCCN2CCCCCC2)c1
  -6 | . | 4 | 96 | 0.72 | 1.1 | -6 | 5 | 6 | 95
CC1(C)CC(=O)C=C(Nc2cc(-c3ccccc3)[nH]n2)C1
  12 | -0.17 | -10 | 109 | 1.1 | 1 | 4 | 18 | -12 | 91
COc1ccc(C(=O)OC/C(O)=C(\C#N)c2nc3ccccc3[nH]2)cc1S(=O)(=O)N1CCOCC1
  -8 | 0.02 | -7 | 107 | 0.83 | 1.1 | -6 | 10 | 8 | 99
CC(C)OC(=O)CC(NC(=O)OC(C)(C)C)c1ccccc1 (configuration not stated)
  7 | 0.23 | 3 | 98 | 1.1 | 1 | 1 | -4 | -7 | 101

Compounds shown so far that contain an aryl methoxy group (two):
Order of results – APP 5'UTR act | ROMK primary | STAT1 blocker | STAT1 act | NF-kB expr up | FLuc act counter | FLuc inh counter | STAT3 inh | APP transl inh | STAT3 activator
COc1ccc2cc(CCNC(=O)C(C)(C)C)c(=O)[nH]c2c1
  14 | . | -9 | 106 | 1.1 | 1.1 | -6 | 1 | -14 | 99
COc1ccc(C(=O)OC/C(O)=C(\C#N)c2nc3ccccc3[nH]2)cc1S(=O)(=O)N1CCOCC1
  -8 | 0.02 | -7 | 107 | 0.83 | 1.1 | -6 | 10 | 8 | 99

(continued)
Order of results – APP 5'UTR act | ROMK primary | STAT1 blocker | STAT1 act | NF-kB expr up | FLuc act counter | FLuc inh counter | STAT3 inh | APP transl inh | STAT3 activator
N#Cc1ccccc1Cn1c(=O)n(CCCC(=O)NCc2ccc3c(c2)OCO3)c(=O)c2ccccc21
  -17 | 3.6* | 3 | 97 | 1.2 | 1 | -2 | 2 | 17 | 102
Cc1cc(NC(=O)CSCC(=O)N(c2ccc(F)cc2)C(C(=O)NC2CCCCC2)c2ccc(O)c(O)c2)no1 (configuration not stated)
  2 | -1.3 | 8 | 93 | 0.9 | 1 | -1 | 10 | -2 | 89
O=C(COc1ccc2ccccc2c1)N1CCN(C(=O)c2ccco2)CC1
  -10 | -1.5 | 3 | 97 | 0.92 | 1 | 1 | 4 | 10 | 107
CN1CCN(C(=S)c2ccc(-c3cccc(Cl)c3Cl)o2)CC1
  124 | 0.27 | -50 | 144* | 2.6 | 0.9 | 6 | -11 | -124 | 114
COc1ccc(/C(CC2(O)C(=O)Nc3ccccc32)=N\O)cc1 (configuration not stated)
  -3 | . | 4 | 95 | 1.2 | 1 | 0 | 5 | 3 | 102
CC(C)(C(=O)c1ccccc1)/[N+]([O-])=C/c1ccccc1F
  8 | . | 0 | 100 | . | . | . | 8 | -8 | 102
O=C(/C=C/c1ccccc1[N+](=O)[O-])Nc1cccnc1
  30 | . | -17 | 116 | 1.6 | 0.6 | 39 | -18 | -30 | 110
Cc1cccc(OCCOc2ccccc2C=C(C#N)C#N)c1
  23 | . | -6 | 105 | 1.5 | 1 | -5 | -2 | -23 | 101
COc1ccc(/C=C/C(=O)NCc2cccnc2)cc1
  -10 | -0.0039 | 4 | 97 | 1.2 | 1 | 3 | 1 | 10 | 97
CCOc1ccccc1C(=O)NC(C(=O)NCc1ccc(F)cc1)C(C)C (configuration not stated)
  1 | -0.47 | -11 | 108 | 1 | 1 | -4 | 8 | -1 | 100
CC(C)C(C(=O)C=[N+]=[N-])N1C(=O)c2ccccc2C1=O (configuration not stated)
  3 | . | 4 | 96 | 1.2 | 1 | 0 | 4 | -3 | 97
C/C(=N\NC(=O)CNc1cccc2ccccc12)c1ccc(Br)s1
  16 | . | 11 | 90 | 1.1 | 1 | -1 | -34 | -16 | 137*
O=C(NCc1ccc2c(c1)OCO2)C1CC(=O)N(c2ccc(O)cc2)C1 (configuration not stated)
  -3 | . | 9 | 92 | 1.1 | 1.1 | -5 | -6 | 3 | 106
Cc1ccc(NC(=O)C2CC(=O)N(CCc3ccccc3)C2)c(C)c1 (configuration not stated)
  2 | -0.067 | -9 | 106 | 1.1 | 1 | -5 | 11 | -2 | 98
CCC(=O)Nc1cccc(NC(=O)CSc2nnc(-c3ccc(NS(C)(=O)=O)cc3)n2C)c1
  9 | 0.12 | 6 | 94 | 1.1 | 1 | -1 | 7 | -9 | 97
CSCCNC(=O)c1ccc(OC2CCN(CCc3ccccc3)CC2)cc1
  -1 | -1.2 | -4 | 102 | 1.1 | 1 | -4 | 14 | 2 | 92
CCc1noc(N)c1C(=O)Nc1ccc(F)c(Cl)c1
  -10 | . | 1 | 99 | 1.2 | 1 | -4 | 10 | 10 | 95
NC1=NN=C(N2N=C(c3ccccc3)CC2(O)C(F)(F)F)n2ncnc2C1 (configuration not stated)
  -19 | -0.83 | 0 | 99 | 1.2 | 1.1 | -6 | 4 | 18 | 103
CCc1ccccc1NC(=O)c1ccc(F)c(S(=O)(=O)N2CCC(C(N)=O)CC2)c1
  -11 | -1 | -14 | 112 | 1.2 | 1.1 | -6 | 4 | 11 | 101
COc1cc(C(=O)Nc2ccc(S(=O)(=O)Nc3onc(C)c3C)cc2)cc(OC)c1OC
  -6 | 0.93 | 3 | 98 | 0.94 | 1 | -4 | -1 | 6 | 103

An excerpt from above in order of heavy-atom count, smallest number first:
Order of results – APP 5'UTR act | ROMK primary | STAT1 blocker | STAT1 act | NF-kB expr up | FLuc act counter | FLuc inh counter | STAT3 inh | APP transl inh | STAT3 activator
CC(C)C(C(=O)C=[N+]=[N-])N1C(=O)c2ccccc2C1=O (configuration not stated)
  3 | . | 4 | 96 | 1.2 | 1 | 0 | 4 | -3 | 97
CCOc1ccccc1C(=O)NC(C(=O)NCc1ccc(F)cc1)C(C)C (configuration not stated)
  1 | -0.47 | -11 | 108 | 1 | 1 | -4 | 8 | -1 | 100
COc1cc(C(=O)Nc2ccc(S(=O)(=O)Nc3onc(C)c3C)cc2)cc(OC)c1OC
  -6 | 0.93 | 3 | 98 | 0.94 | 1 | -4 | -1 | 6 | 103

More results follow:
Order of results – APP 5'UTR act | ROMK primary | STAT1 blocker | STAT1 act | NF-kB expr up | FLuc act counter | FLuc inh counter | STAT3 inh | APP transl inh | STAT3 activator
COc1ccc(N2CSC3=C(C#N)C(c4cccc(OC)c4OC)CC(=O)N3C2)cc1 (configuration not stated)
  6 | . | -2 | 102 | 1.4 | 1 | 2 | 10 | -6 | 99
CC1(C)O[C@@H]1COc1c2ccoc2cc2oc(=O)ccc12
  -21 | -0.042 | -4 | 103 | 0.91 | 1 | -3 | -2 | 21 | 99
CS(=O)(=O)N1CCC(C(=O)Nc2ccccc2)CC1
  -1 | -0.11 | -2 | 102 | 1.2 | 1 | -4 | 6 | 1 | 100
COc1ccc(Cl)cc1NC(=S)NCc1ccco1
  5 | . | -1 | 101 | 0.8 | 1.1 | -6 | 10 | -5 | 95
CCOC(=O)N1CCN(CC(O)COc2c(OC)cccc2OC)CC1 (configuration not stated)
  -8 | . | -3 | 102 | 1.5 | 1 | -4 | 3 | 8 | 102
CCOC(=O)CSc1nnc(N)s1
  -17 | 0.0072 | 0 | 100 | 1.2 | 1 | -2 | 0 | 17 | 103
CCOc1ccccc1NC1=CC(=O)CC(c2ccccc2)C1 (configuration not stated)
  26 | . | 2 | 98 | 0.86 | 0.9 | 5 | 6 | -26 | 104
C=CCOc1ccc(/C=N\NC(N)=S)cc1
  -4 | -0.38 | -13 | 110 | 1.5 | 0.9 | 10 | 20 | 4 | 86
COc1ccc(NC(=O)C2CCCN2S(=O)(=O)c2ccc(C)cc2)cc1 (configuration not stated)
  -11 | -0.85 | -2 | 102 | 1.5 | 1.1 | -5 | -5 | 11 | 101

Pulled by compound from above:
Order of results – APP 5'UTR act | ROMK primary | STAT1 blocker | STAT1 act | NF-kB expr up | FLuc act counter | FLuc inh counter | STAT3 inh | APP transl inh | STAT3 activator
Cc1ccc(NC(=O)C2CC(=O)N(CCc3ccccc3)C2)c(C)c1 (configuration not stated)
  2 | -0.067 | -9 | 106 | 1.1 | 1 | -5 | 11 | -2 | 98
Cc1nn(-c2ccccc2)c2nc3c(cc12)C(=O)CCC3
  -1 | -0.64 | -9 | 108 | 1.2 | 1 | 0 | 6 | 1 | 94
CCOC(=O)CSc1nnc(N)s1
  -17 | 0.0072 | 0 | 100 | 1.2 | 1 | -2 | 0 | 17 | 103
CS(=O)(=O)N1CCC(C(=O)Nc2ccccc2)CC1
  -1 | -0.11 | -2 | 102 | 1.2 | 1 | -4 | 6 | 1 | 100
